Screens deposited in PubChem BioAssay by several laboratories.
CHOP inhibitor = blocks CHOP induction under ER stress; 3.8% of 220,000 active; AID 2732; inhibition, % at 10 µM; CHO-K1 CHOP-promoter luciferase, tunicamycin-induced, 15-18 h;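 active = compounds that reduced the stress-induced luciferase reporter signal by more than about 70% of percent inhibition, limit read from the data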;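 note: 0% = tunicamycin plus vehicle and 100% = wells without tunicamycin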
NPY2 pot ag = human NPY-Y2 potentiation or agonism, primary screen | P49146 | cells expressing NPY-Y2, potentiator/agonist read-out | activation, % at 3.6 µM | 0.45% of 220,000 active | AID 1359; in the data active = activation above about 27%;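 note: cells stimulated with NPY near EC25 plus isoproterenol at EC100; 0% = vehicle plus submaximal agonist and 100% = vehicle plus saturating agonist; some results beyond the cut were filed as inactive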
EP2 modulator = modulators of human EP2 prostaglandin E2 receptor. 0.83% of 260,000 active. AID 940. P43116. EP2-expressing cells, cAMP HTRF FRET, PGE2 co-stimulation. induction, % at 25 µM;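 active = compounds whose cAMP rise, as percent of the full-agonist control response, exceeds 60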;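 note: rat C6 glioma line stably carrying human EP2 under a CMV promoter; the protocol text gives 20 µM as final concentration; 100% = response of wells given 1 µM PGE2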
S1P4 agonist = activates the human S1P4 receptor; S1P4-expressing cell line, agonist reporter assay; activation, % at 4.98 µM; 0.35% of 220,000 active; AID 1509; in the data active = activation above about 11%;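 note: 0% = DMSO vehicle and 100% = reference agonist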
Target sequence (O95977 whole entry, looked up): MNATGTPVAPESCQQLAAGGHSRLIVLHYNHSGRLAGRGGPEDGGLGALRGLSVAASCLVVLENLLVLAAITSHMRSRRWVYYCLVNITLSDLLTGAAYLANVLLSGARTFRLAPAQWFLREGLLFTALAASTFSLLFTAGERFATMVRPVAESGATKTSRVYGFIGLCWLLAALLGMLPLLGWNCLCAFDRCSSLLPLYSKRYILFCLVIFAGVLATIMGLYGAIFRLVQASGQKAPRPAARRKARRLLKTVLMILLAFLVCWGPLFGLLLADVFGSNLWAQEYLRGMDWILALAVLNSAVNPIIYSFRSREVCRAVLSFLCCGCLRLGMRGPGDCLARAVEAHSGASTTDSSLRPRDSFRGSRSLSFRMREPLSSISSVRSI
NPY-Y1 antag = antagonists of human neuropeptide Y receptor Y1; AID 1040; P25929; inhibition, % at 3.6 µM; HEK293-CNG Y1 cells, membrane potential fluorescence; NPY at EC95, then isoproterenol; 1% of 200,000 active;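 active = inhibition above the campaign mean inhibition of all tested compounds plus 3 SD, cut at about 20% in these data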;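 note: 0% = DMSO wells given NPY plus isoproterenol and 100% = isoproterenol alone without NPY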
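Test system: HEK293 cells co-expressing NPY Y1 receptor and cyclic-nucleotide gated channel; Also added: NPY (25 nM), isoproterenol (1 µM), Ro 20-1724 (25 µM); Compound dosing: one concentration, 3.6 µM, in 0.4% DMSO; Timing: dye 3 h, compound 60 min room temperature, stimulation 45 min; Technique: Membrane-potential fluorescent dye readout.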
zfTRPN1 agonist = agonists of zebrafish TRPN1 channel; HEK293 zebrafish TRPN1-YFP, Fluo-8 calcium fluorescence; 100% = response to 87 µM carbachol; activation, % at 3 µM; 0.18% of 220,000 active; AID 1424;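 active = activation above its plate's cutoff, the mean activation of test wells on that plate plus 3 SD, cut at about 19% in these data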;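 note: 0% = DMSO alone and 100% = 87 µM carbachol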
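System: zebrafish TRPN1-YFP in HEK293 cells / Dosing: 3 µM single point / Timing: dye loading 1 h at 37 °C, then 30 min room temperature / Signal: Fluo-8 calcium fluorescence, excitation 470-495 nm, emission 515-575 nm / Read-out basis: percent activation from peak over basal fluorescence ratio, control-normalized / Control set: high carbachol 87 µM, low DMSO alone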
TRPML3 agonist = human mucolipin-3 channel agonism; Q8TDD5; activation, % at 3 µM; 0.29% of 220,000 active; AID 1448; HEK293 TRPML3-YFP, Fluo-8 calcium fluorescence; 100% = the carbachol control signal;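 active = activation above its plate's cutoff, the mean activation of the plate's test wells plus 3 SD, cut at about 12% in these data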;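 note: 0% = DMSO only wells and 100% = carbachol wells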
Target sequence (Q8TDD5 whole entry, looked up): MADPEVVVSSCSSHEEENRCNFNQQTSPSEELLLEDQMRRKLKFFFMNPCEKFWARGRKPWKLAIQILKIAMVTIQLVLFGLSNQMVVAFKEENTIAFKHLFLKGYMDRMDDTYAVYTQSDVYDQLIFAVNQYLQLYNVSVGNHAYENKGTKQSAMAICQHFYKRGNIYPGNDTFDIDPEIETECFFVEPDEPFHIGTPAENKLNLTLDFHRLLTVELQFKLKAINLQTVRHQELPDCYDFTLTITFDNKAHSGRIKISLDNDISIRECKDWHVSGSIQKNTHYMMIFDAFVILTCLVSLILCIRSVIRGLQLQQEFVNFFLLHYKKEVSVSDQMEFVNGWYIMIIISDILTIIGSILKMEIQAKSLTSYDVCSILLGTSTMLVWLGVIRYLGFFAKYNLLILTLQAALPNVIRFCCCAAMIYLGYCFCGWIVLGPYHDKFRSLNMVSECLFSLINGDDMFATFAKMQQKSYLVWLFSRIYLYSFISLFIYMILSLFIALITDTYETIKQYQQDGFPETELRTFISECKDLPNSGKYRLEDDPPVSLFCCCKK
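Test system: HEK293 cells stably carrying human TRPML3-YFP; Doses: single dose, 3 µM final nominal compound, 0.3% DMSO final; Schedule: dye loading 1 h 37 °C then 30 min ambient, 125 s read; Technique: Fluo-8 calcium fluorescence; Benchmarks: high control carbachol 87 µM, low control DMSO.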
S1P4 antagonist = human S1P4 receptor antagonism. S1P4-expressing cells, antagonist mode, reporter read-out. inhibition, % at 4.98 µM. 0.26% of 220,000 active; in the data active = inhibition above about 29%;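 note: 0% = wells stimulated with agonist and 100% = vehicle wells without agonist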
NPY1 pot ag = potentiates or activates human NPY-Y1 receptor | 0.37% of 220,000 active | activation, % at 3.6 µM | AID 1304 | NPY-Y1 expressing cells, potentiator/agonist activation; in the data active = activation above about 33%, passing the limit was not always enough;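 note: cells stimulated with NPY at EC10 then isoproterenol at EC100; 0% = low agonist plus stimulus and 100% = saturating agonist plus stimulus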
Numbers without * were called inactive; · = no result given; & = joins results of further samples.

The line under a structure holds: CHOP inhibitor | NPY2 pot ag | EP2 modulator | S1P4 agonist | NPY-Y1 antag | zfTRPN1 agonist | TRPML3 agonist | S1P4 antagonist | NPY1 pot ag
- CC1CN(C)C(C)C/C1=N\Oc1ccc([N+](=O)[O-])cc1 (configuration not stated)
→ -19 | 1 | 6 | -1.3 | 4 | 1.9 | 0.7 | 4 | 19
- CCOC(=O)C1=C(CC)Nc2ccccc2N=C1NC(=O)Cn1cnc2ccccc2c1=O
→ 45 | 5 | -1 | -1.1 | 7 | -0.1 | 3.1 | -5 | 6
- CCc1ccc(Sc2cc(C(=O)NCCN3CCOCC3)c3ccccc3n2)cc1
→ 35 | -15 | -5 | 2.4 | -1 | 2.3 | 0.4 | -10 | -61
- CSCC[C@H](NC(=O)Nc1ccccc1C)C(=O)O
→ 8 | -26 | 22 | 8.7 | · | -0.3 | 0.7 | -4 | 14
- C/C(=N/NC(=O)c1cc(C(C)C)[nH]n1)c1cccs1
→ 20 | -3 | 2 | -2.6 | 0 | 0.4 | -0.7 | -2 | 10
- COc1cc(OC)c(/C=N/NC(N)=S)cc1Br
→ 16 | -1 | -20 | -1.6 | -1 | -3.5 | -1.1 | -2 | 11
- CC(C)OC(=O)CC1=NC(=O)CS1
→ -14 | 9 | 13 | 1.5 | -4 | -0.6 | 0.5 | -8 | 10
- CC1(C)c2ssc(=S)c2-c2ccccc2N1C(=O)CSC1=NCCS1
→ 35 | 34* | 16 | 1.1 | -5 | -3.5 | -1.0 | -25 | 39
- O=C(/C=C/c1ccc(Cl)cc1)NC(=S)Nc1ccc(NC(=O)c2ccco2)cc1
→ -13 | -9 | 1 | 3.1 | -10 | -0.1 | 0.7 | -8 | 1
- CC1CCCCN1C(=O)Cn1nnc(-c2cccnc2)n1 (configuration not stated)
→ 17 | 0 | 7 | 0.6 | -4 | 1.1 | 0.2 | -21 | 2
- COc1cc2c(cc1NC(=O)COC(=O)[C@@H](NS(=O)(=O)c1ccccc1)C(C)C)oc1ccccc12
→ 51 | 4 | -6 | 0.1 | 1 | 0.5 | 0.8 | -16 | -43
- CCn1c(SCC(=O)Nc2ccc3c(c2)OCO3)nc2c(c1=O)SC(C)C2 (configuration not stated)
→ -8 | -12 | -36 | 1.3 | 4 | -1.3 | -1.2 | -28 | -4
- COc1ccc(-c2nn[nH]n2)cc1OC
→ 1 | 3 | 3 | 2.5 | -2 | -0.9 | -0.1 | 2 | -19
- O=C(c1cc(-c2ccc(Cl)c(Cl)c2)on1)N1CCN(c2ccccc2)CC1
→ -7 | 2 | -40 | 0.7 | 2 | 0.6 | 0.6 | -15 | -16
- C=CCC1Cc2c(Br)cccc2C(CC=C)N1 (configuration not stated)
→ 19 | -10 | 25 | 1.9 | 2 | -0.6 | 0.2 | 1 | -1
- CCOC(=O)CCn1c(=O)c2c(nc(Br)n2Cc2ccccc2)n(C)c1=O
→ 42 | 1 | 37&9 | 0.5 | -2 | 1.2 | 1.4 | 2 | 3
- Cc1cc(NC(=O)c2cc(CC(C)C)on2)n(-c2ccccc2)n1
→ 27 | -3 | 37 | 2.4 | -1 | -0.8 | -0.6 | -10 | -5
- O=C(CN1CCN(c2ccccn2)CC1)NC1CCCC1
→ 7 | 0 | -29 | 0.7 | 4 | 0.5 | -0.6 | -8 | 4
- Cc1cnc(C(=O)Nc2ccc(S(=O)(=O)NCC(C)C)cc2)cn1
→ 8 | 5 | -13 | 1.2 | 0 | 0.6 | 0.7 | 8 | 0
- C/C=C(/C)C(=O)O[C@@H]1[C@H](OC(=O)C=C(C)C)c2c(ccc3ccc(=O)oc23)OC1(C)C
→ 24 | 4 | 42 | 1.0 | 6 | -0.9 | 0.4 | 14 | 2
- CO/N=C/NC(=O)c1c(OC)ccnc1Oc1ccccc1
→ -25 | 15 | -9 | 0.4 | 1 | 1.6 | 0.0 | 5 | -2
- O=C(COc1ncnc2cc([N+](=O)[O-])ccc12)NC(=O)NC1CCCCC1
→ 21 | -5 | -9 | -0.2 | 0 | 1.9 | 0.6 | 4 | 4
- COc1cc(C(C)=O)ccc1COc1ccc(C(=O)OCC(=O)NC(C)(C)C)cc1OC
→ 36 | -4 | -24 | 0.0 | -2 | 2.0 | 1.2 | -13 | -11
- COC(=O)c1cnn(-c2cc(Oc3cccc(C)c3)ncn2)c1N
→ 10 | 6 | 2 | -0.8 | -12 | -0.2 | 0.7 | -6 | 11
- O=C(Nc1cc(SCC(O)CO)cc([N+](=O)[O-])c1)c1ccc(-n2cnnn2)cc1 (configuration not stated)
→ 5 | -1 | 1 | 0.7 | 1 | 0.9 | 1.4 | 1 | 2
- C/C(N)=C(/C#N)C(=O)CSc1ccc2c(c1)OCCO2
→ -13 | -2 | -5 | -4.3 | 1 | -0.7 | 0.4 | -1 | -7
- O=C(CSc1nnc(-c2cccs2)o1)N1CCCc2ccccc21
→ 5 | 4 | 10 | -0.2 | 2 | 0.3 | 0.9 | -16 | -14
- COc1ccc(Cl)cc1S(=O)(=O)NCc1cccnc1
→ -15 | -6 | 1 | 2.6 | -5 | 0.8 | 0.0 | -5 | 15
- Cc1ccc(C(=O)CSc2nc3cc(S(=O)(=O)N4CCOCC4)ccc3o2)cc1
→ 41 | -7 | 8 | 0.1 | 2 | 0.9 | 1.2 | -11 | 4
- O=C(COC(=O)c1cccnc1)Nc1ccc2c(c1)OCO2
→ -7 | -4 | -23&-8 | -2.6 | -4 | 2.4 | 0.6 | 3 | 9

Fetched by structure from above:
The line under a structure holds: CHOP inhibitor | NPY2 pot ag | EP2 modulator | S1P4 agonist | NPY-Y1 antag | zfTRPN1 agonist | TRPML3 agonist | S1P4 antagonist | NPY1 pot ag
- CSCC[C@H](NC(=O)Nc1ccccc1C)C(=O)O
→ 8 | -26 | 22 | 8.7 | · | -0.3 | 0.7 | -4 | 14
- Cc1cnc(C(=O)Nc2ccc(S(=O)(=O)NCC(C)C)cc2)cn1
→ 8 | 5 | -13 | 1.2 | 0 | 0.6 | 0.7 | 8 | 0

(more compounds)
The line under a structure holds: CHOP inhibitor | NPY2 pot ag | EP2 modulator | S1P4 agonist | NPY-Y1 antag | zfTRPN1 agonist | TRPML3 agonist | S1P4 antagonist | NPY1 pot ag
- Cc1ccc(CNc2ccc(N3C(=O)CCCC3=O)cc2[N+](=O)[O-])cc1
→ 10 | -12 | 3 | 0.5 | 4 | -1.1 | 0.7 | -15 | -12
- Cc1ccc(S(=O)(=O)N2CCCCC2)cc1NC(=O)CSc1ccc2c(c1)OCCO2
→ 0 | -6 | 6 | 0.7 | -7 | -0.7 | 0.1 | -12 | -20
- CCOC(=O)c1cc2c(ccn2C)n1Cc1ccccc1Cl
→ 2 | 1 | 63* | 0.5 | 3 | -3.5 | -1.4 | 0 | 4
- O=C(c1nn2cccnc2c1Cl)N1CCN(c2ccccc2)CC1
→ 7 | 12 | 0 | -0.4 | 2 | 0.0 | 0.2 | -3 | -21
- COC(=O)c1cc(S(=O)(=O)N2CCOCC2)ccc1Sc1ccccc1N
→ 17 | 5 | -20 | -1.0 | 3 | 0.3 | -1.1 | -20 | 4
- C=CCc1cccc2cc(C(=O)OCC(=O)c3ccccc3)c(=O)oc12
→ 5 | 6 | 5 | 1.9 | 6 | 0.1 | 0.5 | 10 | -10
- O=C(NNC(=O)c1sccc1-n1cccc1)c1ccccc1
→ 22 | -9 | 14 | -0.6 | 1 | 0.3 | 0.2 | -7 | -27
- Cc1sc2c(c1C)C(=O)NC(c1ccccc1F)N2 (configuration not stated)
→ -6 | -10 | -9 | 2.1 | · | 2.5 | 0.9 | -11 | 4
- CCOC(=O)N1CCN(C2=Nc3cccc4cccc2c34)CC1
→ 15 | -2 | -41 | 1.6 | -3 | 1.6 | -0.4 | -3 | -3
- CC(C)OCC(O)CN (configuration not stated)
→ -7 | 7 | 19 | 0.1 | 8 | 0.4 | 0.8 | 5 | 13
- COc1cccc(-c2cc(C(=O)Nc3nc4ccccc4s3)c3ccccc3n2)c1
→ 3 | -135 | -3 | 3.2 | 31* | 0.8 | 1.1 | -11 | -135
- Cc1ccc(S(=O)(=O)NNC(=O)c2cccnc2)cc1
→ -16 | 12 | 22 | 0.8 | 0 | -0.7 | 0.9 | -22 | 5
- Oc1ccc2ccccc2c1C=Nc1cc(C(F)(F)F)ccc1N1CCCC1
→ -10 | 9 | 30 | -2.2 | -2 | 1.1 | 0.5 | -12 | -12
- Cc1ccc(C=C2C(Cl)=C(Cl)C(Cl)=C2Cl)cc1
→ 107* | 12 | -1 | 0.4 | · | 0.4 | 0.1 | 9 | 17
- CCCN1C(=O)N(C)C(N(O)C(=O)NC)C1(C)C (configuration not stated)
→ 0 | -13 | 16 | -0.3 | 4 | 1.1 | 0.2 | -16 | -1
- S=c1[nH]nc(COc2ccccc2)n1/N=C/c1ccncc1
→ 29 | 4 | 12 | 0.9 | 11 | 0.0 | 0.2 | -11 | -1
- Cc1cc(NC(=O)c2ccc3c(c2)C(=O)N(CC(C)C)C3=O)no1
→ -26 | 7 | 6 | 1.0 | · | 2.5 | 0.4 | 1 | 1
- Cc1nnc(SCC(=O)Nc2cccc(S(=O)(=O)N(C)c3ccccc3)c2)s1
→ 59 | 18 | 9 | 1.1 | -5 | 6.7 | 3.2 | 6 | 3
- CCCCNc1nc(NC)nc(Cl)c1SC
→ 54 | 0 | 63* | 1.5 | -1 | -1.1 | -0.6 | 5 | 9
- Cc1nn(C(=O)c2ccco2)c(C)c1Sc1ccc([N+](=O)[O-])cc1
→ 62 | -4 | 4 | 1.2 | -2 | 1.8 | 0.6 | -13 | 0
- COc1ccccc1C(O)(C(=O)NN(C(=O)c1ccccc1)c1ccccc1C)c1cccs1 (configuration not stated)
→ -4 | -2 | 16 | 0.5 | 2 | 0.7 | 1.1 | -28 | 13
- COc1ccccc1Nc1nc(NCCC(C)C)nc(N)c1[N+](=O)[O-]
→ 9 | -11 | 34 | 2.3 | · | -1.2 | 0.6 | -8 | 2
- COc1ccc(-c2[nH]ncc2CNC(C)CCn2cccn2)c(F)c1 (configuration not stated)
→ -1 | 5 | -13 | -0.3 | -2 | 0.2 | 1.1 | 3 | 14
- Cc1cc(Br)ccc1S(=O)(=O)n1ccnc1C
→ 18 | -25 | 3 | -0.7 | 4 | 0.4 | 0.8 | -6 | -14
- COc1cccc(C(=O)N(CN2CCCC2=O)c2cc(C)on2)c1
→ -20 | -6 | -4 | 0.0 | 0 | 1.5 | 0.5 | -58 | 0

Individual results from the list.
Under EP2 modulator, Cc1cc(Br)ccc1S(=O)(=O)n1ccnc1C is listed with 3
Under NPY1 pot ag, O=C(c1nn2cccnc2c1Cl)N1CCN(c2ccccc2)CC1 is listed with -21
Under CHOP inhibitor, O=C(NNC(=O)c1sccc1-n1cccc1)c1ccccc1 is listed with 22
